Source: PubChem
GSK3 alpha inh – blocks human GSK-3 alpha kinase. P49840. ADP-Glo luminescence, 60 min. inhibition, % at 10 µM. 0.1% of 320,000 active. AID 2650;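 in the data active = inhibition above about 50%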;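 note: GST-tagged GSK-3 alpha with peptide substrate and 25 µM ATP; 0% = DMSO neutral wells and 100% = GW8510 positive control wells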
Target sequence (P49840 whole entry, looked up): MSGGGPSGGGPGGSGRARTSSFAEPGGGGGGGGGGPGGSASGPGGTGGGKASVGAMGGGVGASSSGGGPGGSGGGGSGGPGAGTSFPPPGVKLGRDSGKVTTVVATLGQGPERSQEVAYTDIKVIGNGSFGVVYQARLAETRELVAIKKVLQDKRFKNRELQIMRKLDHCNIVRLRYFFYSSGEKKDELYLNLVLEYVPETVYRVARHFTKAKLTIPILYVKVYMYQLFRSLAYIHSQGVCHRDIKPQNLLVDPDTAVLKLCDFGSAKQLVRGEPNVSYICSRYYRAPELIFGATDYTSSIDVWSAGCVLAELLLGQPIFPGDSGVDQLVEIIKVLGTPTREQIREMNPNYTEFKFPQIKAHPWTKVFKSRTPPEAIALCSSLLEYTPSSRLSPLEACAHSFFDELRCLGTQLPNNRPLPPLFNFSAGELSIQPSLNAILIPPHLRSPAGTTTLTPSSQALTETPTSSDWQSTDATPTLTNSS
AI-2 QS mod – modulates the Vibrio harveyi AI-2 quorum sensing system; activity change, % at 7.5 µM; AID 2094; 0.4% of 300,000 active; Vibrio harveyi JMH597 AI-2 luminescence/OD600 ratio, 9 h; active compounds read low; strain lacks LuxN and CqsS sensors; 0 = neutral-control median; in the data active = activity change below about -75%, passing the limit was not always enough; inconclusive = no clear call, values can overlap the other calls;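 note: luminescence divided by OD600 gain over 9 h not by final OD600 alone; inactives centre near 13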
HSF1 inhib – HSF1 inhibition; NIH3T3-HGL HSE-luciferase, MG132-induced, luminescence 8 h; active compounds read low; activity change, negative = inhibition, % at 7.5 µM (by protocol); 0.77% of 300,000 active;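 active = more than half of replicate wells show activity change below -50%, luminescence cut by over half; inconclusive = some wells, but at most half, below -50%; inactive = no replicate well below -50%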;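 note: luciferase reports HSF-1 transcriptional activity via heat shock element; 0% = median of DMSO wells and -100% = zero luminescence signal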
PolyA inhibitor – inhibitors of polyadenylation in S. cerevisiae. 0.02% of 300,000 active. S. cerevisiae SKY197-pL101 polyadenylation reporter, beta-gal luminescence; efflux-impaired pdr1/pdr3 knockout yeast; score 100 = 6 SD above DMSO. calls only at 12 µM. AID 1875;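 active = lowest replicate activity score at least 50, where 100 means six control SD above control mean; inconclusive = lowest score under 50 but half or more replicates reach 50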;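 note: yeast exposed to compound for 9 h at 30 °C; higher score means more reporter readthrough which indicates perturbed polyadenylation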
HSF1 activator – increases HSF-1 driven luciferase reporter signal; NIH3T3-HGL HSF-1 luciferase reporter, MG132, 8 h; 100% = twice DMSO control signal; activation, % at 9 µM; 1.7% of 300,000 active;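 active = mean replicate activation of at least 50% with a set share of replicates each reaching 50%; inconclusive = only one of those two conditions met; inactive = mean below 50% and too few replicates reaching it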;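 note: 0% = median of the neutral control wells and 100% = twice that signal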
HSP90 refold inh – HSP90 refolding inhibition in rabbit reticulocyte lysate; luciferase refolding luminescence, 3 h; inhibition, % at 5.6 µM; 0.91% of 290,000 active; AID 1789;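 active = inhibition above the screen-wide mean plus 3 SD, computed separately per campaign, cut at about 16% in these data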;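 note: 0% = DMSO wells and 100% = 60 µM geldanamycin wells; inhibitors lower the luminescence because luciferase stays unfolded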
aSyn 5UTR inh – MLPCN primary screen, SNCA 5' untranslated region | alpha-synuclein 5'UTR reporter, inhibitor activity | inhibition, % (tested at 7.5 µM) | 0.82% of 300,000 active | AID 1813; in the data active = inhibition above about 60%; inconclusive = no clear call, values can overlap the other calls;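 note: H4 neuroglioblastoma cells stably carrying SNCA 5'UTR luciferase fusion; 0% = DMSO wells and 100% = positive control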
KLF5 inhibitor – kruppel-like factor 5 inhibition; AID 1700; inhibition, % at 5 µM; 0.23% of 290,000 active; DLD-1 KLF5 promoter-luciferase reporter, luminescence;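 active = inhibition above a per-plate limit of that plate's mean compound inhibition plus 3 SD, cut at about 60% in these data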;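 note: 0% = DMSO wells and 100% = LY294002 at 200 µM; higher means less KLF5 promoter-driven luciferase light; inactives centre near -14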
GSK3beta inhib – human GSK3beta kinase inhibition | GST-GSK3beta kinase, ADP-Glo luminescence, 60 min; active compounds read low | activity score (negative = inhibition), % at 10 µM | 0.038% of 300,000 active | AID 2097;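 active = more than half of replicate wells score below -50%, meaning over 50% inhibition versus plate controls; inconclusive = some replicates but at most half score below -50%; inactive = no replicate scores below -50%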;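 note: 0% = median DMSO wells and -100% = median GW8510 positive control wells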
Target sequence (P49841 whole entry, looked up): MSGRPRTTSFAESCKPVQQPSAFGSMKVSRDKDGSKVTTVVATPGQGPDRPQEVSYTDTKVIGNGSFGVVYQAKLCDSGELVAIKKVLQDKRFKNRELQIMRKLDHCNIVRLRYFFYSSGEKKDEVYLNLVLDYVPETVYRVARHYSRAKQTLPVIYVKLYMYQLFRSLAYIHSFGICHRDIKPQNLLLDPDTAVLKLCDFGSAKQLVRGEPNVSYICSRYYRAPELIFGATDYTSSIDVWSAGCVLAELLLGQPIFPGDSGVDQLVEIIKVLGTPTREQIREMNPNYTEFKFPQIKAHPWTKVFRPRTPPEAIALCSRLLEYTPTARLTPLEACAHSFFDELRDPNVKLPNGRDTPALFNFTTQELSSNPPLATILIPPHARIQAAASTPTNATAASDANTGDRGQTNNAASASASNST
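Test system: GST-tagged human GSK3beta kinase, cell-free; evaluation: activity score scaled between in-plate DMSO and GW8510 controls; measured by: ADP-Glo luminescence; incubation: 60 min reaction, RT; benchmarks: DMSO and 20 µM GW8510; reagent: peptide substrate plus 25 µM ATP (final); medium: Tris/MgCl2 kinase buffer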
IEC-6 cytotox – IEC-6 cytotoxicity, counter-screen for KLF5 inhibitors. 0.78% of 290,000 active. inhibition, % at 5 µM. luminescence viability; in the data active = inhibition above about 22%;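 note: 0% = plate median of test compound wells and 100% = cytotoxic reference compound wells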
Numbers without * were called inactive; i = inactive; ? = inconclusive; · = no result given.

SMILES	GSK3 alpha inh	AI-2 QS mod	HSF1 inhib	PolyA inhibitor	HSF1 activator	HSP90 refold inh	aSyn 5UTR inh	KLF5 inhibitor	GSK3beta inhib	IEC-6 cytotox
Cc1cc(C)cc(NC(=O)CC2NCCNC2=O)c1 (stereo unspecified)	0.7	17.1	2.4	i	-13.1	-0.3	16.8	8.6	2.0	-2.2
CCOC(=O)N1CCC(NC(=O)C(NS(=O)(=O)c2ccc3c(c2)CCN3C(=O)CC)C(C)C)CC1 (stereo unspecified)	-2.6	3.0	18.2	i	36.1	0.6	-6.8	10.8	-6.1	0.4
CN1CCN(/N=C/c2ccc(-c3ccc([N+](=O)[O-])cc3Cl)o2)CC1	0.3	35.4	9.8	i	34.6	-1.8	-103.6	-16.1	-12.7	7.3
CCOC(=O)c1sc2ncn(CC(=O)N(CC)CC)c(=O)c2c1C	5.7	6.4	·	i	·	-0.8	9.1	-20.4	-4.7	1.3
CCN(CC)CCNC(=O)c1ccc(NC(=O)c2cccc(S(=O)(=O)N3c4ccccc4CC3C)c2)cc1 (stereo unspecified)	2.2	-0.9	-2.7	i	-7.5	9.8	-25.6	-30.7	-4.1	4.9
CCSc1ccccc1C(=O)N1CCCC1	-3.4	-0.9	0.1	i	-20.2	9.8	-5.4	-7.3	0.2	-0.7
COc1cc(CN2CCNC(=O)C2CC(=O)N2CCCCO2)cc(OC)c1 (stereo unspecified)	-1.8	3.9	-5.4	i	1.1	-1.0	9.7	6.1	-0.3	3.9
CC(=O)N(c1nc(/C=C\C(=O)O)cs1)c1ccccc1F	-1.8	37.1	-4.2	i	-6.2	-2.2	5.7	-24.6	-3.3	-5.5
O=C(c1cc(COc2c(F)cccc2F)on1)N1CCN(C2CCCCC2)CC1	·	5.8	-2.4	i	-9.1	0.2	1.1	-3.4	-2.8	-1.5
C=CCC(Nc1ccccc1)C12C=CC(O1)C(C(=O)OC)=C2C(=O)OC (stereo unspecified)	-2.9	6.6	-32.7	i	-36.3	13.3	-36.4	-58.4	1.8	3.2
OCCN1CCN(Cc2nc(-c3cccc(Cl)c3)no2)CC1	-1.6	11.7	-2.6	i	4.2	4.5	-20.1	-27.9	-0.4	-3.8
O=C(c1cccc(F)c1)N1CCC(O)(c2cccnc2)CC1	0.4	-2.6	2.5	i	23.6	4.4	-8.1	-10.4	0.7	3.6
C=CCn1c(SCC(=O)Nc2nnc(C)s2)nnc1-c1cccnc1	-3.6	13.4	-0.4	i	10.6	1.9	8.6	-37.7	-2.0	2.1
CCC(Sc1nc2ccccc2s1)C(=O)Nc1nnc(C)s1 (stereo unspecified)	-0.7	-4.1	2.7	i	27.9	5.1	-0.1	3.0	0.8	8.3
CN(C)S(=O)(=O)c1ccc(NC(=O)COc2ncnc3c2cnn3-c2ccccc2)cc1	0.1	?	-0.1	i	13.2	-0.8	26.5	-33.3	0.4	-7.0
CC(C)N(C(=O)c1sc2cc([N+](=O)[O-])ccc2c1Cl)C(C)C	-2.3	26.1	0.2	i	9.7	-4.7	19.1	-27.6	-1.6	2.5
Cc1ccc(S(=O)(=O)N2CCC(C(=O)N[C@H](C(=O)NCC3CCCO3)C(C)C)CC2)cc1 (stereo partly specified)	2.4	47.2	-0.1	i	9.1	-2.0	6.8	-22.7	1.1	-6.5
CN1C(=O)CC[C@H]1c1cccnc1	-3.7	-14.1	0.8	i	-15.7	·	-10.6	·	1.8	·
CCCCCCC(=O)NC(Nc1ccc(S(N)(=O)=O)cc1)C(Cl)(Cl)Cl (stereo unspecified)	1.0	22.7	-2.4	i	0.7	1.3	22.3	-7.1	-3.9	1.5
COc1ccc2nc(SCC(=O)Nc3cc(OC)c(OC)cc3C(=O)O)c(C)cc2c1	-5.0	-0.8	-7.8	i	-13.5	-5.3	-13.3	-3.5	-0.5	5.1
COc1cc(SC)ccc1C(=O)OCc1nc2ccsc2c(=O)[nH]1	-3.4	7.2	0.5	i	-14.6	·	-32.3	·	3.6	·
Cc1nn(CC(=O)NCCc2ccccc2)c(=O)c2cccn12	-0.6	7.6	2.8	i	6.2	-2.9	8.5	3.2	3.2	-4.2
COCc1nnc(NC(=O)CCS(=O)(=O)c2ccccc2)s1	-0.8	·	3.6	i	14.1	-2.8	-15.3	-15.9	·	11.6
O=C(CN1C(=O)c2ccccc2C1=O)NN1C(=O)c2ccccc2C1=O	-0.7	13.9	-1.6	i	1.7	3.6	-24.6	-21.6	0.5	-0.3
CCOc1ccc(S(=O)(=O)NCCC(=O)NCC(c2ccc(F)cc2)N2CCOCC2)cc1 (stereo unspecified)	-3.4	17.4	4.5	i	-18.7	·	0.4	·	-3.8	·
SMILES	GSK3 alpha inh	AI-2 QS mod	HSF1 inhib	PolyA inhibitor	HSF1 activator	HSP90 refold inh	aSyn 5UTR inh	KLF5 inhibitor	GSK3beta inhib	IEC-6 cytotox
CCSc1nnc(Cn2c(=O)sc3ccccc32)n1C	-2.8	19.9	-4.8	i	1.4	-5.0	9.1	-14.0	-1.9	1.1
O=C(CN1C(=O)NC2(CCCCC2)C1=O)NCCc1c[nH]c2ccccc12	1.9	10.5	-0.5	i	-5.9	-0.8	16.7	-13.4	3.3	1.9
CCOC(=O)c1c(NC(=O)C(C)N2CCN(S(=O)(=O)c3cccs3)CC2)sc2c1CCC(C)C2 (stereo unspecified)	-1.3	33.5	-2.1	i	-9.0	0.1	-19.5	-2.1	-17.7	-1.1
COc1cccc(C(=O)Nc2ccc(N(C)C)cc2)c1OC	-1.1	11.7	35.2	i	70.8*	1.2	-213.6	-90.3	-0.2	-1.0
NC(=O)c1nsc(C(=O)N(CC(=O)NCc2ccc(F)cc2)Cc2ccco2)c1N	-1.9	18.7	1.7	i	2.0	-1.1	-9.1	16.4	-2.5	-2.7
CC(=O)c1ccc(NC(=O)CSc2nc3nc(C)cc(C)n3n2)cc1	-3.4	19.8	1.8	i	7.4	-0.8	-6.4	-9.0	2.2	1.5
COc1ccc(C2OC(=O)CC2C(=O)NC(C)C)cc1 (stereo unspecified)	-2.5	·	-6.1	i	1.9	3.1	14.4	18.2	·	4.9
Cc1cccnc1CCNC(=O)CC1C(=O)NCCN1CC1CCCCC1 (stereo unspecified)	1.5	31.8	-12.5	i	13.9	-0.7	-8.3	-13.1	-0.5	-3.7
O=C(Nc1ccc(S(=O)(=O)Nc2nccs2)cc1)c1cc(-c2ccccn2)nc2ccccc12	·	14.0	-8.1	i	9.0	0.7	3.9	-2.3	0.6	-3.2
O=C1[C@@H]2[C@@H]3C[C@@H]([C@H]4ON=C(c5ccc(Cl)cc5Cl)[C@@H]34)[C@@H]2C(=O)N1C1CCCCC1	0.0	15.4	-0.2	i	4.6	-0.6	14.7	18.2	-3.8	4.2
CC(C)C(NC(=O)c1ccccc1NC(=O)c1ccco1)C(=O)O (stereo unspecified)	-3.2	37.8	-3.2	i	-10.6	1.6	0.6	-1.6	-2.1	-3.0
COc1cccc(CN2CCCC(C(=O)c3ccc4c(c3)OCO4)C2)c1O (stereo unspecified)	-0.7	-0.5	13.4	i	48.6	3.6	11.6	3.5	-4.0	5.8
COc1cc(C(=O)NC2CCCc3ccccc32)ccc1OCC(=O)Nc1ccc(F)cc1 (stereo unspecified)	-2.2	6.2	5.8	i	-4.7	1.4	22.6	-5.3	-15.8	-2.1
CCN(CC)C(=O)C1CCCN(C/C=C/c2ccccc2)C1 (stereo unspecified)	-1.7	8.8	-7.0	i	18.8	-1.3	-15.6	-14.2	1.9	-6.4
CCn1c(SCc2nc(-c3ccccc3)no2)nnc1-c1ccco1	1.9	-12.4	3.3	i	13.2	1.4	-32.3	7.2	1.5	-3.3
O=C(Nc1ccccc1)c1nccn1Cc1ccc(F)cc1	-1.2	2.2	18.4	i	26.0	1.8	-55.2	-17.9	-0.9	-4.3
O=C(CCNC(=O)c1ccccc1Cl)NCc1cccnc1	0.4	17.2	0.6	i	-26.6	·	15.0	·	-0.4	·
N/C(CCS(=O)(=O)c1ccc(Cl)cc1)=N\OC(=O)c1ccc(Cl)cc1	-0.9	9.9	-4.7	i	21.0	-1.9	-1.2	-25.1	3.1	-2.6
CC(=O)N1N=C2/C(=C/c3ccccc3)CCCC2C1c1ccccc1 (stereo unspecified)	-0.5	3.9	4.2	i	4.6	0.4	23.9	25.9	0.9	8.9
Oc1ccc(C(=S)N2CCN(Cc3ccccc3)CC2)cc1	5.5	13.9	2.4	i	2.0	6.7	1.7	-8.2	-0.2	-1.0
Cc1cc(C(=O)Nc2sc3c(c2C#N)CCC(C)C3)cs1 (stereo unspecified)	2.9	25.9	23.1	i	74.4*	-5.8	-103.1	-60.2	4.2	1.9
CC(C)OC(=O)CSc1nnc(-c2ccccn2)n1N	-5.0	-10.5	-7.4	i	-3.7	-2.6	-14.9	11.1	-1.2	-1.9
Cc1cccc(C)c1NC(=O)N1C2CCCC1CC(NC(=O)C(C)(C)C)C2 (stereo unspecified)	0.2	15.8	1.2	i	-12.1	-3.2	-9.3	-27.1	2.5	-5.4
Cc1cccc(C(=O)NNC(=O)c2ccc(O)cc2)c1	-0.3	9.3	2.2	i	5.9	3.3	9.6	-54.3	3.0	-2.1
O=C1C2CC=CCC2C(=O)N1c1n[nH]c(CCc2ccccc2)n1 (stereo unspecified)	-2.9	20.7	-5.0	i	21.2	2.6	-9.1	-9.0	-0.4	3.7
SMILES	GSK3 alpha inh	AI-2 QS mod	HSF1 inhib	PolyA inhibitor	HSF1 activator	HSP90 refold inh	aSyn 5UTR inh	KLF5 inhibitor	GSK3beta inhib	IEC-6 cytotox
Clc1ccc(OCCCc2nc(-c3ccncc3)no2)c(Cl)c1	3.1	25.3	-0.5	i	-0.7	1.2	-5.7	-10.6	-11.0	-3.1
CC(C)Oc1ccccc1C1CC(=O)Nc2cc3c(cc21)OCCO3 (stereo unspecified)	0.1	16.9	-23.4	i	-22.5	3.3	72.8*	80.1*	-0.3	88.4*
COc1ccc(-c2nnn(CC(=O)c3c[nH]c4ccccc34)n2)cc1OC	-2.7	15.7	10.2	i	15.1	1.8	8.3	-31.2	2.7	7.8
CC(C)[C@@H]1CC[C@@H](C)c2c(-c3ccccc3)n[nH]c21	18.1	8.9	-3.4	i	24.3	0.0	4.4	-22.2	0.8	-6.9
CC(C)(C)[C@H]1C=C(C(=O)N2CCN(Cc3ccc4c(c3)OCO4)CC2)O[C@@H](OCCCCO)C1	·	7.2	-4.2	i	1.2	3.6	0.0	1.6	0.7	5.1
CC(C)N(C(=O)Cc1ccccc1[N+](=O)[O-])C(C)C	·	15.2	-0.7	i	-19.8	0.3	-6.5	-29.4	-28.6	4.0

An excerpt (hit frequency here may not be typical).
